S2 tox – Viability Counterscreen for Primary qHTS for Inhibitors of ATXN expression; S2 cells (HEK-293 line with an ATXN2-luciferase reporter) viability, CellTiter-Fluor protease fluorescence, 24 h; Potency, µM (top dose mostly 56.7 µM), usual class: cytotoxic; actives 0.49% (n = 400,000); AID 651635, 2014; note: potency is the fitted concentration of half-maximal effect; nearly all actives have a fitted effect of over 40% in size
Akt phos inh – HTS Assay for Inhibitors of Akt Phophorylation: Primary Screen; activity change, % for hits at 50 µM; actives 0.32% (n = 360,000); Neuro2A IGF-stimulated pAkt S473 HTRF, 20 min; stronger effect = lower value; AID 651550, 2012; in the data active = activity change below about -80%; inconclusive = mostly about -51% to -80%; note: % is set by controls: 0 for no effect and ±100 for the full control effect
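Single-point screen (50 µM final compound) in Neuro2A cells stimulated 20 min with 6 nM IGF at 37 deg C. After lysis, Ser473-phosphorylated Akt read by HTRF (ex 330 nm, em 615/665 nm) as the 665/615 ratio.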
CCT modulator – High-Throughput Screening for Modulators of Cytosolic Chaperonin Activity; activity change, % (test concentration not listed), hits read low; purified chaperonin ATPase assay, HTRF ADP detection, 30 min; actives 0.3% (n = 360,000); AID 651819, 2012; in the data active = activity change below about -30%; note: % is set by controls: 0 for no effect and ±100 for the full control effect
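Enzyme 40 or 20 nM (batch-dependent) in Tris pH 7.4/KCl/MgCl2/DTT; cpd 76 uM single point; ATP 10 uM; 30 min 37 °C; Transcreener ADP HTRF detection, 30 min RT; ratio 665/615.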
Mm-Cpn inhibitor – Inhibitors of TCP-1 ring complex (TRiC) of Methanococcus maripaludis (MmCpn): qHTS; purified Mm-Cpn ATPase, ADP Transcreener TR-FRET; actives 0.031% (n = 330,000); Potency, µM (series often up to 76.9 µM), inactives show at the highest dose activity, negative = inhibition, hits mostly inhibitors; AID 504842, 2011; Chaperonin Mm-Cpn (Methanococcus maripaludis); note: potency is the fitted concentration of half-maximal effect; % is set by controls: 0 for no effect and ±100 for the full control effect; nearly all actives have a fitted effect of over 80% in size
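TR-FRET (320 nm excitation; 590 and 665 nm emission) reports ADP made from 10 uM ATP by 25 nM enzyme; compounds were preincubated 10 min, reaction run 30 min, both at 37°C.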
Nrf2 block – Nrf2 qHTS screen for inhibitors; A549 ARE-Fluc reporter, luciferase luminescence, 18-24 h; Potency, µM (highest dose often 46 µM), without a hit: at the highest dose activity change, negative = inhibition, hits mostly inhibitors; actives 2.1% (n = 360,000); note: potency is the fitted concentration of half-maximal effect; % is set by controls: 0 for no effect and ±100 for the full control effect; nearly all actives have a fitted effect of over 60% in size
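In this cell-based qHTS, ARE-driven firefly luciferase in A549 cells reports Nrf2 activity; the luminescent signal after BugLite lysis is the measured value, with a prior CellTiter-Fluor read for cell health.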
TGFb inhibitor – qHTS for Inhibitors of TGF-b; HepG2 CAGA-GFP TGF-b/SMAD3 reporter, GFP fluorescence, 18 h; TGF-beta stimulated, 500 pg/mL final; Potency, µM (titrated, usually from 46.1 µM), for the others: at the highest dose activity, negative = inhibition, hits mostly inhibitors; actives 1.2% (n = 410,000); note: potency is the fitted concentration of half-maximal effect; % is set by controls: 0 for no effect and ±100 for the full control effect; nearly all actives have a fitted effect of over 65% in size
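GFP signal (ex488/em500-530) from TGF-beta-stimulated HEPG2 CAGA-GFP cells, 500 pg/mL final, 18 h at 37 degrees C in DMEM plus 1% FBS, normalized to unstimulated and DMSO-stimulated controls.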
HepG2 viability – qHTS for Inhibitors of TGF-b: Cytotox Counterscreen | AID 588856, 2011 | HepG2 CAGA-GFP viability, ATP luminescence, 18 h | Potency, µM (highest dose often 46.1 µM), for the others: top-dose activity change, negative = cytotoxicity, hits mostly cytotoxic | actives 0.76% (n = 410,000); note: potency is the fitted concentration of half-maximal effect; some results filed as inactive show a strong effect at the top dose
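HepG2 CAGA-GFP cells (1000/well, DMEM with 1% FBS) received compound, then TGF-beta at 500 pg/mL final, and were incubated 18 hours at 37 degrees C. Viability was read by CellTiter-Glo luminescence. Media-only wells were set as complete cell-killing and DMSO as no toxicity.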
Nrf2 ARE act – qHTS of Nrf2 Activators; AID 624171, 2012; Potency, µM (titrated, usually from 46.1 µM), for inactives: at the top dose activation, hits mostly activators; AREc32 ARE-luciferase reporter (MCF7-derived line), luminescence, 24 h; actives 0.31% (n = 410,000); note: potency is the fitted concentration of half-maximal effect; % of control where 0% means no effect; nearly all actives have a fitted effect of over 65% in size
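ARE-driven firefly luciferase activity in AREc32 cells measured after a 24 hr compound exposure at 37 deg C, using Steady-Glo reagent and a 30 min room-temperature hold.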
A549 viability – Nrf2 qHTS screen for inhibitors: counterscreen for cytotoxicity; A549 ARE-Fluc cells, CellTiter-Fluor viability, 18-24 h; Potency, µM (highest dose often 46 µM), for the others: at the highest dose activity change, negative = cytotoxicity, hits mostly inhibitors; actives 0.16% (n = 390,000); AID 504648, 2011; note: potency is the fitted concentration of half-maximal effect; % is set by controls: 0 for no effect and ±100 for the full control effect
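A549 ARE_Fluc cells in 5% FBS OPTI-MEM were exposed to compounds in concentration-response for 18-24 h at 37 deg C. Viability was read by CellTiter-Fluor fluorescence (Ex 405/Em 525) after 30 min, before the luciferase read.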
* = called active by the depositor. Unless noted, calls come from the whole dose curve; as a rule, active = well fitted curve in the direction sought with a large enough effect; inconclusive = small, poorly fitted or top-dose-only effect, or another doubt; inactive = no such curve, though single readings can be large; an effect the other way counts as inactive or inconclusive.

`COc1cc2c3c(c1)C(C)=CC(C)(C)N3C(=O)C2=O` gave S2 tox inactive, Akt phos inh inactive, CCT modulator -0.1, Mm-Cpn inhibitor 1.0%, Nrf2 block 2.7%, TGFb inhibitor inconclusive, HepG2 viability 3.4%, Nrf2 ARE act 6.4% and A549 viability 0.1%.
Screening Cc1cccc(NC(=O)C(=O)NCCc2csc(-c3ccc(F)cc3)n2)c1C returned S2 tox inactive, TGFb inhibitor 5.5%, HepG2 viability -6.3%, Nrf2 ARE act -0.6% and A549 viability 1.3%.
`COc1ccc(N2CC(NC(=O)c3cc4ccccc4o3)CC2=O)cc1` (centres undefined) gave TGFb inhibitor -8.8%, HepG2 viability -8.5%, Nrf2 ARE act 0.1% and A549 viability 1.4%.
For O=S(=O)(N1CCCCC1)N1CCN(c2ccc(F)cc2)CC1 the results were S2 tox inactive, Akt phos inh inactive, CCT modulator 1.6, Mm-Cpn inhibitor -0.1%, Nrf2 block 3.2%, TGFb inhibitor -7.1%, HepG2 viability -10.1%, Nrf2 ARE act -0.1% and A549 viability 4.2%.
For CCCOc1cccc(NC(=O)c2cc(C)oc2C)c1 the results were S2 tox inactive, Akt phos inh inactive, CCT modulator 0.7, Mm-Cpn inhibitor 2.3%, Nrf2 block -0.4%, TGFb inhibitor 0.0%, HepG2 viability -2.5%, Nrf2 ARE act 2.2% and A549 viability 3.4%.
Screening CNS(=O)(=O)c1cn(CC(=O)N2CCN(c3ccc(C)cc3C)CC2)cc1S(=O)(=O)NC returned Nrf2 block -7.2%, TGFb inhibitor -10.3%, HepG2 viability -15.8%, Nrf2 ARE act -1.3% and A549 viability 1.9%.
Screening Cc1ccc2cc(CCNC(=O)c3cccc([N+](=O)[O-])c3)c(=O)[nH]c2c1 returned S2 tox inconclusive, Akt phos inh inactive, CCT modulator 1.5, Mm-Cpn inhibitor 0.8%, Nrf2 block inconclusive, TGFb inhibitor 6.2%, HepG2 viability 3.1%, Nrf2 ARE act -0.7% and A549 viability -3.7%.
CCC1(c2ccccc2)NC(=O)N(CC(=O)NCCN2C(=O)S/C(=C\c3cccnc3)C2=O)C1=O (centres undefined) was read as S2 tox inactive, Akt phos inh inactive, CCT modulator -2.5, Mm-Cpn inhibitor 0.6%, Nrf2 block 4.3%, TGFb inhibitor 7.7%, HepG2 viability -37.6%, Nrf2 ARE act 3.8% and A549 viability 8.2%.
`NS(=O)(=O)c1ccc(CCNC(=O)c2cc(-c3ccccc3)nc3ccccc23)cc1` gave S2 tox inactive, Akt phos inh inactive, CCT modulator -1.1, Mm-Cpn inhibitor -1.4%, Nrf2 block 5.4%, TGFb inhibitor -16.0%, HepG2 viability 7.3%, Nrf2 ARE act 0.3% and A549 viability -2.9%.
Screening O=C(COC(=O)c1ccc(S(=O)(=O)N2CCCC2)cc1)Nc1cccc(Br)c1 returned S2 tox inactive, Akt phos inh inactive, CCT modulator 3.7, Mm-Cpn inhibitor -0.8%, Nrf2 block -24.2%, TGFb inhibitor -3.1%, HepG2 viability 7.8%, Nrf2 ARE act 0.2% and A549 viability 0.1%.
`CC(=O)Oc1ccc(N2C(=O)C3C(C2=O)C2C=CC3C23CC3)cc1[N+](=O)[O-]` (centres undefined) gave S2 tox inconclusive, Akt phos inh inactive, CCT modulator 0.8, Mm-Cpn inhibitor 1.0%, Nrf2 block 1.8%, TGFb inhibitor -0.3%, HepG2 viability 13.7%, Nrf2 ARE act -0.3% and A549 viability -9.8%.
For COc1ccc(-n2ncc3c2CC(C)(C)CC3NC(=O)CCn2nc(C)cc2C)cc1 (centres undefined) the results were S2 tox inactive, Akt phos inh inactive, CCT modulator 1.0, Mm-Cpn inhibitor -0.8%, Nrf2 block -0.2%, TGFb inhibitor inconclusive, HepG2 viability -39.1%, Nrf2 ARE act 0.2% and A549 viability 0.6%.
Screening CCc1cccc(C)c1N1C(=O)CC(C)(C)CC1=O returned S2 tox inactive, Akt phos inh inactive, CCT modulator -2.2, Mm-Cpn inhibitor 1.0%, Nrf2 block -4.6%, TGFb inhibitor -3.2%, HepG2 viability 11.3%, Nrf2 ARE act -0.7% and A549 viability -2.6%.
Screening O=C(Cc1ccc(S(=O)(=O)N2CCOCC2)s1)NCCC(c1ccccc1)c1ccccc1 returned S2 tox inactive, Akt phos inh inactive, CCT modulator 0.4, Mm-Cpn inhibitor -17.9%, Nrf2 block inconclusive, TGFb inhibitor -4.3%, HepG2 viability -1.3%, Nrf2 ARE act 5.0% and A549 viability -12.1%.
COc1ccc(OCCSc2nnc(Cc3cccc4ccccc34)n2N)cc1 was read as S2 tox inconclusive, Akt phos inh inactive, CCT modulator -5.9, Mm-Cpn inhibitor 1.4%, Nrf2 block -22.5%, TGFb inhibitor 0.0%, HepG2 viability -10.1%, Nrf2 ARE act 2.6% and A549 viability 9.5%.
For COCCCn1c(=O)c2ccccc2n(CC(=O)NCCC2=CCCCC2)c1=O the results were S2 tox inactive, Akt phos inh inactive, CCT modulator 0.8, Mm-Cpn inhibitor -2.5%, Nrf2 block 6.0%, TGFb inhibitor -39.0%, HepG2 viability -27.1%, Nrf2 ARE act -0.4% and A549 viability -11.4%.
`CC(=O)c1ccc(N2CCN(C(=O)c3cc4c(-c5ccccc5F)nn(C)c4s3)CC2)cc1` gave S2 tox inactive, Akt phos inh inactive, CCT modulator -2.1, Mm-Cpn inhibitor -5.2%, Nrf2 block inconclusive, TGFb inhibitor -16.6%, HepG2 viability -21.9%, Nrf2 ARE act 5.6% and A549 viability 2.4%.
Screening O=C1CC(c2ccccc2)Cc2[nH]c(=O)c(C(=O)Nc3ccc(OC(F)(F)F)cc3)cc21 (centres undefined) returned S2 tox 25.1µM*, Nrf2 block 0.6%, TGFb inhibitor -7.3%, HepG2 viability 5.6%, Nrf2 ARE act 0.1% and A549 viability -5.6%.
For O=C(O)c1ccc(/C=N/NC(=O)c2ccc3c(c2)OCCO3)cc1 the results were S2 tox inactive, Akt phos inh inactive, CCT modulator -2.1, Mm-Cpn inhibitor -4.6%, Nrf2 block -11.5%, TGFb inhibitor 0.6%, HepG2 viability -13.0%, Nrf2 ARE act 2.3% and A549 viability 0.0%.
For COC(=O)[C@@]1(Cc2ccc(OC)cc2)[C@H]2c3cc(C(=O)N4CCCC4)n(CCN4CCOCC4)c3C[C@H]2CN1C(=O)c1ccccc1 the results were S2 tox inactive, Akt phos inh inactive, CCT modulator -2.7 and Nrf2 ARE act 0.0%.
CCCS(=O)(=O)N1CCN(CCCc2ccccc2)CC1 was read as S2 tox inactive, Akt phos inh inactive, CCT modulator 1.8, Mm-Cpn inhibitor 3.9%, Nrf2 block 1.7%, TGFb inhibitor -5.6%, HepG2 viability -2.5%, Nrf2 ARE act -1.0% and A549 viability 4.7%.
`CN(C(=O)COc1ccccc1C(=O)NCCOc1ccccc1)c1ccccc1` gave S2 tox inconclusive, Akt phos inh inactive, CCT modulator -1.3, Mm-Cpn inhibitor 1.0%, Nrf2 block 14.6µM*, TGFb inhibitor inconclusive, HepG2 viability -25.1%, Nrf2 ARE act -2.5% and A549 viability inconclusive.
Screening CCCC1=Nc2cc(C(=O)NCCOC)ccc2Sc2ccccc21 returned Nrf2 block inconclusive, HepG2 viability 7.0%, Nrf2 ARE act 0.6% and A549 viability 2.2%.
`Cc1onc(-c2c(Cl)cccc2Cl)c1C(=O)ONC(=O)c1ccccc1` gave S2 tox inactive, Akt phos inh inactive, CCT modulator -4.1, Mm-Cpn inhibitor 0.2%, Nrf2 block 6.7%, TGFb inhibitor -7.5%, HepG2 viability -38.7%, Nrf2 ARE act -0.6% and A549 viability 12.8%.
Cc1ccc(NC(=O)CCc2nc3sc4c(c3c(=O)[nH]2)CCCC4)nc1 was read as S2 tox inactive, Akt phos inh inactive, CCT modulator -0.3, Mm-Cpn inhibitor -26.7%, Nrf2 block 0.5%, TGFb inhibitor -19.0%, HepG2 viability -10.4%, Nrf2 ARE act 0.6% and A549 viability -4.4%.
Screening COc1ccc(CNC(=O)c2ccc(Cl)c(S(=O)(=O)N3CCOCC3)c2)cc1OC returned S2 tox inactive, Akt phos inh inactive, CCT modulator -0.1, Mm-Cpn inhibitor -0.2%, Nrf2 block 1.3µM*, TGFb inhibitor -29.3%, HepG2 viability -18.7%, Nrf2 ARE act -0.6% and A549 viability inconclusive.
`CN1CCc2c(OCc3ccc(F)cc3)cccc2C1=O` gave S2 tox inactive, Akt phos inh inactive, CCT modulator -1.4, Mm-Cpn inhibitor 0.1%, Nrf2 block inconclusive, TGFb inhibitor 17.3%, HepG2 viability -6.3%, Nrf2 ARE act 6.4% and A549 viability -11.3%.
For Cc1ccc(NC(=O)CN2CCOCC2)cc1C the results were S2 tox inactive, Akt phos inh inactive, CCT modulator -0.1, Mm-Cpn inhibitor 2.4%, Nrf2 block 25.3%, TGFb inhibitor -25.7%, HepG2 viability 7.9%, Nrf2 ARE act -0.7% and A549 viability 3.8%.
COc1cccc2c1Oc1ncccc1N(C(=O)CCC(=O)NCc1cccc(C)c1)C2 was read as S2 tox inactive, CCT modulator 0.5, Mm-Cpn inhibitor -0.8%, Nrf2 block inconclusive, TGFb inhibitor -5.4%, HepG2 viability -16.1%, Nrf2 ARE act 0.4% and A549 viability -7.3%.
Screening CCOP(=O)(/C(C#N)=C(/O)c1ccccc1)c1ccccc1 (centres undefined) returned S2 tox inactive, Akt phos inh inactive, CCT modulator 2.1, Mm-Cpn inhibitor 0.2%, Nrf2 block 1.8%, TGFb inhibitor -21.0%, HepG2 viability -6.7%, Nrf2 ARE act 2.8% and A549 viability 0.5%.

Screens from PubChem.
